High-throughput results as filed in PubChem.
Scp-1 inhibitor = inhibitors of human Scp-1 phosphatase | Recombinant Scp1, phosphopeptide, malachite green phosphate absorbance | hit rate 0.88% among 340,000 | Q9GZU7 | inhibition, % at 20 µM;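 active means inhibition above about 50% at 20 µM, limit read from the data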;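 further: plate controls were DMSO wells with enzyme for no effect and wells lacking enzyme for full effect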
Target sequence (Q9GZU7 76-261 limits assumed): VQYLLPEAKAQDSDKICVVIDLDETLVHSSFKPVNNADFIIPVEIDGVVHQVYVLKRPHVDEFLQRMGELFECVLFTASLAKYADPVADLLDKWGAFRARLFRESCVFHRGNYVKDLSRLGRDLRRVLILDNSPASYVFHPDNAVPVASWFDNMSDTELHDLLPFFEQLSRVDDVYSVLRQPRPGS
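Test system: SCP-1 catalytic domain; Buffer or medium: Acidic Tris acetate buffer with magnesium and detergent; Also added: Phosphorylated 17-residue peptide substrate; Compound: single 20 µM dose, 1% DMSO; Schedule: enzyme reaction 45 min at room temperature, colour 5 min, stabilisation 30 min; Signal: Phosphate-binding colour reagent, absorbance read at 630 nm.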
STEP inh = inhibitors of human striatal-enriched phosphatase STEP. recombinant STEP, OMFP fluorogenic substrate, fluorescence. hit rate 0.25% among 360,000. AID 588621. inhibition, % at 20 µM. P54829;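 active means inhibition at 20 µM, scaled per plate between control wells, above about 37%, limit read from the data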;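 further: 0% = DMSO with enzyme and substrate and 100% = substrate only without enzyme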
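medium = Bis-Tris buffer pH 6.0, 2.5 mM DTT, 0.005% Tween 20 | test system = STEP (striatal-enriched tyrosine phosphatase) enzyme, cell-free | measure = normalized % inhibition | compound dosing = 20 µM, 1% DMSO | also added = 25 µM OMFP | schedule = reaction 20 min, ambient temperature | measured by = fluorescence read at 480 nm ex / 540 nm em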
SKN-1 block = C. elegans SKN-1 inhibition; C. elegans VP596 Pgst-4::GFP/RFP ratio, acrylamide-induced, 24 h; inhibition, % at 21.8 µM; hit rate 0.49% among 360,000; AID 624304;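 active means interference check ratio from 0.5 to 1.5 plus GFP to RFP signal ratio inhibition reaching or exceeding a fixed threshold, cut at about 30% in these data, passing the limit was not always enough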; further: some compounds called inactive have numbers as strong as hits
Rpn11 block = blocks the human proteasome subunit Rpn11 | hit rate 0.59% among 360,000 | calls only at 20 µM | human 26S proteasome, Ub4-pepOG fluorescence polarization; 20S core pre-blocked with epoxomicin | O00487;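 active means inhibition at 20 µM, scaled to each plate's controls, above about 33%, limit read from the data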
Target sequence (O00487 whole entry, looked up): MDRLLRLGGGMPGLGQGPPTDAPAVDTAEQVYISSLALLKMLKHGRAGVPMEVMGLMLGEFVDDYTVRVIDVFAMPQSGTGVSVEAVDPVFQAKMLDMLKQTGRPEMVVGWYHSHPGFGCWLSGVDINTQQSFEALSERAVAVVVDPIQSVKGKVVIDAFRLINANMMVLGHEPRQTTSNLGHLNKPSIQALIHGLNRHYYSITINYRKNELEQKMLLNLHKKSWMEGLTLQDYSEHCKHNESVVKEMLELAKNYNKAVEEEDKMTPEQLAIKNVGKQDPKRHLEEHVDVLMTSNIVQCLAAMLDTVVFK
CendR NRP1 mod = modulators of CendR peptide binding to human neuropilin-1. O14786. FAM-RPARPAR peptide binding to NRP-1, fluorescence polarization. inhibition, % at 25 µM. hit rate 0.85% among 360,000. AID 602438;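 active means inhibition or corrected inhibition above about 18%, plus a signal ratio from 0.5 to 1.5, limit read from the data, passing the limit was not always enough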; further: strong numbers were not always called active
SUMO1 PPI mod = modulators of human SUMO1-mediated protein-protein interactions | hit rate 0.33% among 360,000 | inhibition, % at 20 µM | P63165 | SUMO1 binding to a labelled peptide, TR-FRET, 1 h; in the data active means inhibition above about 37%
Target sequence (P63165 whole entry, looked up): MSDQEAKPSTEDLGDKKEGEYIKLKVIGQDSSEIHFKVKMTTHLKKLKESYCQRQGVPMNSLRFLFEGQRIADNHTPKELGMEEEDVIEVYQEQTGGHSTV
DNMT1 inh = blocks human DNA methyltransferase DNMT1. hit rate 0.83% among 360,000. DNMT1 molecular beacon, Hinp1I cleavage, fluorescence. inhibition (reported as % activation of signal), % at 10 µM. AID 588458; in the data active means inhibition above about 50%
LMPTP inh = LMPTP (human) inhibition | hit rate 0.22% among 360,000 | inhibition, % at 20 µM | P24666 | recombinant LMPTP-A, OMFP fluorogenic substrate, fluorescence intensity;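 active means compounds that cut the enzyme signal by at least half of the control window in the single-dose screen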;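 further: plate controls were DMSO wells with enzyme plus substrate for no effect and substrate without enzyme for full effect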
Target sequence (P24666 whole entry, looked up): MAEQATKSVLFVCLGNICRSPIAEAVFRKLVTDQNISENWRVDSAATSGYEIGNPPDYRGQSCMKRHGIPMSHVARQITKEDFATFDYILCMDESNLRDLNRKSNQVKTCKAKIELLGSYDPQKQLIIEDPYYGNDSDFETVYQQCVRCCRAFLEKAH
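Material: LMPTP-A; amount: 0.625 nM enzyme; doses: single 20 µM dose; times: reaction 50 min, room temperature, dark; technique: fluorescence intensity of OMFP turnover product; benchmarks: no-enzyme and uninhibited controls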
MT1-MMP act inh = MT1-MMP (human) activation inhibition. P50281. HT1080 RFP-PRO-GFP cells, GFP/RFP ratio fluorescence, overnight; percent of plate control window, DMSO zero. GFP/RFP ratio change, % at 20 µM. hit rate 0.061% among 360,000;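 active means GFP/RFP ratio change of at least 30% with cell ATP level not reduced by more than half and red fluorescence within 50% of control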; further: strong numbers were not always called active
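Assay system: RFP-PRO-GFP reporter HT1080 cells; read-out basis: GFP/RFP fluorescence ratio; benchmarks: DMSO wells and RFP-L50D-GFP cells; doses: 20 µM single dose, 1% DMSO; schedule: overnight cell settling, then overnight compound exposure, 37 °C, 5% CO2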
NadD block = NadD (S. aureus) enzyme inhibition | hit rate 0.78% among 360,000 | purified NadD enzyme, colorimetric absorbance read-out | inhibition, % at 20 µM; in the data active means inhibition above about 26%; further: some compounds past the cut are filed as inactive
An asterisk follows results filed as active.

`Cc1ccc2[nH]c(=O)c(CN(CCCN3CCOCC3)C(=O)NC3CCCCC3)cc2c1` gave Scp-1 inhibitor -5, STEP inh 2, SKN-1 block 8, Rpn11 block inactive, CendR NRP1 mod -13, SUMO1 PPI mod 2, DNMT1 inh -1, LMPTP inh -0.5, MT1-MMP act inh -2 and NadD block 2.
CCOc1ccc(S(=O)(=O)Nc2nccs2)cc1 was read as Scp-1 inhibitor 4, STEP inh -1, SKN-1 block 4, Rpn11 block inactive, CendR NRP1 mod 10, SUMO1 PPI mod 2, DNMT1 inh -4, LMPTP inh -0.3, MT1-MMP act inh 2 and NadD block 6.
For O=S1(=O)CCN(CCCc2ccccc2)CC1 the results were STEP inh 2, SKN-1 block -14, Rpn11 block inactive, CendR NRP1 mod -1, SUMO1 PPI mod 3, DNMT1 inh 1, LMPTP inh -1.5, MT1-MMP act inh -6 and NadD block 1.
CCCc1c(C)c2cc(C)ccc2[nH]c1=O was read as Scp-1 inhibitor -2, STEP inh -10, SKN-1 block -2, Rpn11 block inactive, CendR NRP1 mod -7, SUMO1 PPI mod -1, DNMT1 inh 1, LMPTP inh 0.5, MT1-MMP act inh 7 and NadD block -5.
Screening Cc1ccc(NC(=O)C(=O)NCC2OCCc3ccccc32)cc1 (stereo not given) returned Scp-1 inhibitor -3, STEP inh 2, SKN-1 block -13, Rpn11 block inactive, CendR NRP1 mod -10, SUMO1 PPI mod 0, DNMT1 inh 7, LMPTP inh 0.2, MT1-MMP act inh -2 and NadD block -3.
Screening COc1ccc(NC(C)c2ccccc2)cc1 (stereo not given) returned Scp-1 inhibitor 1, STEP inh 1, SKN-1 block 11, Rpn11 block inactive, CendR NRP1 mod 5, SUMO1 PPI mod -5, DNMT1 inh -8, LMPTP inh 3.4, MT1-MMP act inh 4 and NadD block 10.
`Cc1cccc(CS(=O)(=O)Cc2ccc(C(=O)NCc3cccnc3)o2)c1` gave Scp-1 inhibitor -8, STEP inh -3, SKN-1 block 3, Rpn11 block inactive, CendR NRP1 mod 2, SUMO1 PPI mod 1, DNMT1 inh 2, LMPTP inh -0.9, MT1-MMP act inh 0 and NadD block 1.
For CCc1noc(C)c1C(=O)N(CC)c1nc2c(C)cccc2s1 the results were Scp-1 inhibitor -7, STEP inh -2, SKN-1 block 7, Rpn11 block inactive, CendR NRP1 mod 6, SUMO1 PPI mod 3, DNMT1 inh 3, LMPTP inh 1.0, MT1-MMP act inh 0 and NadD block -8.
Nc1c(C(=O)Nc2ccc(F)cc2)sc(=S)n1-c1ccccc1F was read as Scp-1 inhibitor 3, STEP inh 6, SKN-1 block 3, Rpn11 block inactive, CendR NRP1 mod 12, SUMO1 PPI mod -2, DNMT1 inh 1, LMPTP inh 0.7, MT1-MMP act inh 1 and NadD block -3.
`CC[n+]1ccc(C[n+]2ccccc2)c2ccccc21` gave Scp-1 inhibitor 97*, STEP inh -2, SKN-1 block 0, Rpn11 block inactive, CendR NRP1 mod -7, SUMO1 PPI mod -16, DNMT1 inh -8, LMPTP inh -1.1, MT1-MMP act inh -2 and NadD block 18.
`COc1ccccc1-c1cc(C(=O)O)c2c(=O)n(C)c(=O)n(Cc3ccccc3)c2n1` gave Scp-1 inhibitor -10, STEP inh 3, SKN-1 block -5, Rpn11 block inactive, CendR NRP1 mod 5, SUMO1 PPI mod 1, DNMT1 inh 1, LMPTP inh -1.1, MT1-MMP act inh 2 and NadD block -1.
Screening COc1ccc(OC)c(NC(=O)c2cc(-c3cc(C)cc(C)c3O)n[nH]2)c1 returned Scp-1 inhibitor -12, STEP inh -1, SKN-1 block -18, Rpn11 block inactive, CendR NRP1 mod 8, SUMO1 PPI mod 0, DNMT1 inh -8, LMPTP inh 0.1, MT1-MMP act inh -2 and NadD block 5.
CC(=O)Nc1cc(C(F)(F)F)ccc1OCCOc1ccccc1 was read as Scp-1 inhibitor -6, STEP inh 0, SKN-1 block -7, Rpn11 block inactive, CendR NRP1 mod 17, SUMO1 PPI mod -4, DNMT1 inh -6, LMPTP inh 0.2, MT1-MMP act inh 11 and NadD block -2.
O=C(O)C1CN(C(=O)c2ccccc2)c2cc(Cl)ccc2O1 (stereo not given) was read as Scp-1 inhibitor -5, STEP inh 2, SKN-1 block 2, Rpn11 block inactive, CendR NRP1 mod -10, SUMO1 PPI mod 3, DNMT1 inh 2, LMPTP inh 0.4, MT1-MMP act inh 1 and NadD block 2.
Screening CCCOc1ccc(C(=O)NC(=S)NCc2cccnc2)cc1 returned Scp-1 inhibitor -11, STEP inh 2, SKN-1 block -5, Rpn11 block inactive, CendR NRP1 mod -5, SUMO1 PPI mod 1, DNMT1 inh -3, LMPTP inh 0.1, MT1-MMP act inh 4 and NadD block -8.
For O=C(NCCC1=CCCCC1)C1CCC(CNc2c(N3CCCC3)c(=O)c2=O)CC1 (stereo not given) the results were Scp-1 inhibitor -4, STEP inh 0, SKN-1 block -15, Rpn11 block inactive, CendR NRP1 mod -8, SUMO1 PPI mod 0, DNMT1 inh 4, LMPTP inh -0.7, MT1-MMP act inh -1 and NadD block 0.
CC(Oc1ccc(Cl)cc1)c1ccnn1S(=O)(=O)c1ccc(Cl)cc1 (stereo not given) was read as Scp-1 inhibitor -17, STEP inh 1, SKN-1 block -1, Rpn11 block inactive, CendR NRP1 mod 20, SUMO1 PPI mod -2, DNMT1 inh -4, LMPTP inh 2.9, MT1-MMP act inh -7 and NadD block -11.
Screening CCN(c1ccccc1)S(=O)(=O)c1ccc(NCC2COc3ccccc3O2)nc1 (stereo not given) returned Scp-1 inhibitor 2, STEP inh 0, SKN-1 block 4, Rpn11 block inactive, CendR NRP1 mod -13, SUMO1 PPI mod 3, DNMT1 inh -2, LMPTP inh 3.9, MT1-MMP act inh -7 and NadD block 2.
For Cc1ccc(-c2cc(C(=O)NCc3ccc4c(c3)OCO4)[nH]n2)c(O)c1C the results were Scp-1 inhibitor -20, STEP inh 1, SKN-1 block 12, Rpn11 block inactive, CendR NRP1 mod 8, SUMO1 PPI mod -3, DNMT1 inh -19, LMPTP inh 3.9, MT1-MMP act inh 6 and NadD block -1.
Screening O=C(Nc1ccc2c(c1)OCO2)c1ccc(NC2CC2)c([N+](=O)[O-])c1 returned Scp-1 inhibitor -10, STEP inh 2, SKN-1 block 12, Rpn11 block inactive, CendR NRP1 mod 0, SUMO1 PPI mod -23, DNMT1 inh -4, LMPTP inh 3.8, MT1-MMP act inh 6 and NadD block 0.
`Cc1cc2cc(CCNS(=O)(=O)c3ccc(F)cc3)c(=O)[nH]c2cc1C` gave Scp-1 inhibitor -1, STEP inh 2, SKN-1 block -2, Rpn11 block inactive, CendR NRP1 mod 10, SUMO1 PPI mod 2, DNMT1 inh -2, LMPTP inh 0.1, MT1-MMP act inh -4 and NadD block 4.
Screening CC(C)CCNC(=O)c1onc(CSc2nc3ccccc3[nH]2)c1C(=O)NCCC(C)C returned Scp-1 inhibitor 4, STEP inh 0, SKN-1 block 14, Rpn11 block inactive, CendR NRP1 mod 8, SUMO1 PPI mod 1, DNMT1 inh -7, LMPTP inh 2.7, MT1-MMP act inh -4 and NadD block 1.
CC(=O)Cc1nsc(Nc2ccc(Cl)cc2)n1 was read as Scp-1 inhibitor -3, STEP inh 1, SKN-1 block 10, Rpn11 block inactive, CendR NRP1 mod -7, SUMO1 PPI mod -3, DNMT1 inh 0, LMPTP inh -0.3, MT1-MMP act inh 4 and NadD block -6.
`NS(=O)(=O)c1ccc(N/N=C/C=C/c2ccccc2[N+](=O)[O-])cc1` gave Scp-1 inhibitor -5, STEP inh 1, SKN-1 block 15, Rpn11 block inactive, CendR NRP1 mod -22, SUMO1 PPI mod -37, DNMT1 inh -4, LMPTP inh 1.8, MT1-MMP act inh -1 and NadD block -1.
CC1CC(=O)C=C(O)C1C(=O)OC(C)(C)C (stereo not given) was read as Scp-1 inhibitor -1, STEP inh 4, SKN-1 block -20, Rpn11 block inactive, CendR NRP1 mod 2, SUMO1 PPI mod -1, DNMT1 inh 1, LMPTP inh -1.0, MT1-MMP act inh -4 and NadD block -1.
For Cc1cccc(NC(=O)C(C)Sc2nnc(-c3cccnc3)o2)c1 (stereo not given) the results were Scp-1 inhibitor 14, STEP inh -2, SKN-1 block -2, Rpn11 block inactive, CendR NRP1 mod -2, SUMO1 PPI mod 2, DNMT1 inh 1, LMPTP inh -1.1, MT1-MMP act inh 2 and NadD block 2.
For C=CCNC(=S)NNC(=O)COc1ccc2cc(Br)ccc2c1 the results were Scp-1 inhibitor 2, STEP inh -1, SKN-1 block -6, Rpn11 block inactive, CendR NRP1 mod 1, SUMO1 PPI mod -4, DNMT1 inh 3, LMPTP inh 0.6, MT1-MMP act inh 5 and NadD block 1.
`O=C(Nc1cccc(Cl)c1)c1nc[nH]c1C(=O)Nc1ccccc1F` gave STEP inh 3, SKN-1 block 5, Rpn11 block inactive, CendR NRP1 mod -5, SUMO1 PPI mod 0, DNMT1 inh 40, LMPTP inh -0.1, MT1-MMP act inh 5 and NadD block 16.
For CCOC(=O)N1CCC(NC(=O)c2cc3c(-c4ccc(OC)c(OC)c4)nn(C)c3s2)CC1 the results were Scp-1 inhibitor -5, STEP inh 0, SKN-1 block 14, Rpn11 block inactive, CendR NRP1 mod -3, SUMO1 PPI mod 8, DNMT1 inh -6, LMPTP inh 4.4, MT1-MMP act inh 17 and NadD block -9.
For CC(=O)N(C)c1ccc(NC(=O)CCN2C(=O)c3ccccc3C2=O)cc1 the results were Scp-1 inhibitor -6, STEP inh -3, SKN-1 block 0, Rpn11 block inactive, CendR NRP1 mod 5, SUMO1 PPI mod -5, DNMT1 inh 0, LMPTP inh -1.8, MT1-MMP act inh -1 and NadD block -2.
`CCCCc1ccc(S(=O)(=O)NC(=O)C2(C)CCN2C(=O)c2ccccc2)cc1` (stereo not given) gave STEP inh 1, SKN-1 block 21, Rpn11 block inactive, CendR NRP1 mod 4, SUMO1 PPI mod 6, DNMT1 inh 0, LMPTP inh -1.2, MT1-MMP act inh 3 and NadD block -2.

3 entries from above, arranged by count of non-hydrogen atoms, ascending.
Screening COc1ccc(NC(C)c2ccccc2)cc1 (stereo not given) returned Scp-1 inhibitor 1, STEP inh 1, SKN-1 block 11, Rpn11 block inactive, CendR NRP1 mod 5, SUMO1 PPI mod -5, DNMT1 inh -8, LMPTP inh 3.4, MT1-MMP act inh 4 and NadD block 10.
Screening CCCOc1ccc(C(=O)NC(=S)NCc2cccnc2)cc1 returned Scp-1 inhibitor -11, STEP inh 2, SKN-1 block -5, Rpn11 block inactive, CendR NRP1 mod -5, SUMO1 PPI mod 1, DNMT1 inh -3, LMPTP inh 0.1, MT1-MMP act inh 4 and NadD block -8.
CC(Oc1ccc(Cl)cc1)c1ccnn1S(=O)(=O)c1ccc(Cl)cc1 (stereo not given) was read as Scp-1 inhibitor -17, STEP inh 1, SKN-1 block -1, Rpn11 block inactive, CendR NRP1 mod 20, SUMO1 PPI mod -2, DNMT1 inh -4, LMPTP inh 2.9, MT1-MMP act inh -7 and NadD block -11.
